# Cav32 inh – human Cav3.2 channel inhibition, primary screen; 4% of 100,000 active; B-score at 10 µM; Cav3.2-expressing cells, Fluo-4 calcium fluorescence FDSS; stronger effect = lower value; O95180;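 active means single-dose well whose peak fluorescence ratio is a statistical outlier from its plate by either plate-standardised score or position-corrected B-score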
# Target sequence (O95180 whole entry, looked up): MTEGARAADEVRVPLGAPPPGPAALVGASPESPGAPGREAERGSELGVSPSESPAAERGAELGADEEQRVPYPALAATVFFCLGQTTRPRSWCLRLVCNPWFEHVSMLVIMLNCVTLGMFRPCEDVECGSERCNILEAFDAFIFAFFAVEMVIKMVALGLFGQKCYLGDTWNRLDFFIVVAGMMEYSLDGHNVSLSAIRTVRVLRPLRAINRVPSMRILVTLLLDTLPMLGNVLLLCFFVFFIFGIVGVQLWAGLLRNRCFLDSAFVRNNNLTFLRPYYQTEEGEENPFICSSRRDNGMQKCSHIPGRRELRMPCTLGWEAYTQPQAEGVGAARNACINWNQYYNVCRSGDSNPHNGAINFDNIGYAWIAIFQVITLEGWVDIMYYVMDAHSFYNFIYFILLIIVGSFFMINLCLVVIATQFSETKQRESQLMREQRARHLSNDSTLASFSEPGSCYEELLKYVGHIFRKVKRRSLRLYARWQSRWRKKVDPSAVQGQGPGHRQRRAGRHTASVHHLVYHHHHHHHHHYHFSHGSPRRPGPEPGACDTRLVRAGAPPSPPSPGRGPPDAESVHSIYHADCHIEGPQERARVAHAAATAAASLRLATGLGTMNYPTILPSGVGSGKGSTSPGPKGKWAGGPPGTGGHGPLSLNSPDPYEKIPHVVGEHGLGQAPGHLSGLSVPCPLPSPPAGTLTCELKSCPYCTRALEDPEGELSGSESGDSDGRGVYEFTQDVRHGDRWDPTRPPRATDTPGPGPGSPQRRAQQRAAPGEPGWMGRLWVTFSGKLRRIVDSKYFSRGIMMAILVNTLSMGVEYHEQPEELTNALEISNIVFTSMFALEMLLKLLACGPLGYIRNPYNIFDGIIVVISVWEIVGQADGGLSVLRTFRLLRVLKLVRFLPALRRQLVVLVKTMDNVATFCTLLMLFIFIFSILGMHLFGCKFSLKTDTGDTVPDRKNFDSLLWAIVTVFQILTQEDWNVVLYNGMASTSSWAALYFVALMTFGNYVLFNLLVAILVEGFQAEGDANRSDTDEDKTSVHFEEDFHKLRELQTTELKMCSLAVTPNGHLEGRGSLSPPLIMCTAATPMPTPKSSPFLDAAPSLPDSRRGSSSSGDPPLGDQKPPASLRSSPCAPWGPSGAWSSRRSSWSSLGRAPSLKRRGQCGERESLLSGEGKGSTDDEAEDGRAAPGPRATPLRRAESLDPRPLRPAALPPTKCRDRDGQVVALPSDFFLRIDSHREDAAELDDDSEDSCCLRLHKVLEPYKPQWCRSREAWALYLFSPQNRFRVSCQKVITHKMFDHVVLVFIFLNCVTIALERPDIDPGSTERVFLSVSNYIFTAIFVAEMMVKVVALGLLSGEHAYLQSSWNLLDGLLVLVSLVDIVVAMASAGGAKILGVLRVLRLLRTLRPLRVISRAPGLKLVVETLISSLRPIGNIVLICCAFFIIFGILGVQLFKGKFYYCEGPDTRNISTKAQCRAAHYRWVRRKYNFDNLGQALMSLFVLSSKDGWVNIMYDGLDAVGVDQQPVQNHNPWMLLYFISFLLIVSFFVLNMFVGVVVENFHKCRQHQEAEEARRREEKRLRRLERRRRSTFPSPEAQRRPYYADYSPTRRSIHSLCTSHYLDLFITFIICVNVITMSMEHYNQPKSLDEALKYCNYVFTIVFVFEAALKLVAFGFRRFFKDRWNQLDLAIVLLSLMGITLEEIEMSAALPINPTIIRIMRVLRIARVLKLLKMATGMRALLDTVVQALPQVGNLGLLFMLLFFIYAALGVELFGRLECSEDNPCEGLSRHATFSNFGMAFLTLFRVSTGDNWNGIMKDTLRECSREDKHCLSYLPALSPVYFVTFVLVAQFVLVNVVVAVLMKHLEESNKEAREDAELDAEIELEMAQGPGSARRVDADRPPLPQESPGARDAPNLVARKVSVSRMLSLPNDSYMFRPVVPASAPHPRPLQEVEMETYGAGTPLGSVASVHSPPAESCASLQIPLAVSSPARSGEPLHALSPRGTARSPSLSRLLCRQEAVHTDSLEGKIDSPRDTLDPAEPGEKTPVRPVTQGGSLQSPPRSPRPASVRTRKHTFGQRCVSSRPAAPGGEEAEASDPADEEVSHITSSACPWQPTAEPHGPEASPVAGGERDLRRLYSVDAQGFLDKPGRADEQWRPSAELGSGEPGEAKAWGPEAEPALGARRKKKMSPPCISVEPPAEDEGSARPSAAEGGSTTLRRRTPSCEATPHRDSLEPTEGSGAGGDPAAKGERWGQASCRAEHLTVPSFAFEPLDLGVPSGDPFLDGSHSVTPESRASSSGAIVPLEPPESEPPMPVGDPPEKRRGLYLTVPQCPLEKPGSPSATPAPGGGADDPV
# Starred values were filed as active, the others as inactive. These rows are one share of the data, so the mix of outcomes need not match the whole.
SMILES,Cav32 inh
CC1Oc2ccccc2N(CC(=O)N2CCCc3ccccc32)C1=O (stereo unspecified),-0.086
CS(=O)(=O)NCCCNc1ccc(Cl)cc1[N+](=O)[O-],0.205
CCc1nnc(NC(=O)CSc2nnc(-c3ccc(OC)cc3)n2C)s1,0.587
COc1ccc(NC2CC(=O)N(C(C)C)C2=O)cc1 (stereo unspecified),1.4
Cc1ccc(S(=O)(=O)N2Cc3ccccc3CC2C(=O)Nc2ccc3c(c2)OCO3)cc1 (stereo unspecified),-4.54*
c1ccc(COc2cccc(CN3CCN(c4ccccn4)CC3)c2)cc1,-1.97
Oc1ccccc1C1=NCCNC(C(F)(F)C(F)F)=C1,-0.0786
CCCCCCCCCn1c2c(c(=N)c3c1CCC3)CCC2,-6.18*
CCOC(=O)c1c(C)[nH]c2cc(Br)c(O)cc12,-0.356
CNC(=O)CSc1nnc(COc2ccc(Cl)cc2)n1CCOC,-1.09
CCC(C)NC(=O)c1ccc(NC(=O)C2CCCO2)cc1 (stereo unspecified),-1.52
c1ccc2[nH]c(NCCCN3CCOCC3)nc2c1,0.0967
COc1ccccc1OCc1ccc(C(=O)NCC2CCCO2)o1 (stereo unspecified),0.264
CCn1c2ccccc2c2cc(NC(=O)COc3ccc(OC)cc3)ccc21,0.00171
CCCCN1CC[C@H]2C=CC[C@@H](C(=O)N3CCN(c4ccccc4)CC3)[C@H]2C1=O,0.977
Cc1n[nH]c(=O)nc1N1CCN(c2ccccc2)CC1,-0.61
Cc1nc2c(Br)cc(Br)cc2cc1O,-5.06*
Oc1ccc2ccccc2c1C=Nc1cc(C(F)(F)F)ccc1N1CCCC1,-1.59
O=C(Nc1ccccc1-c1ccccc1NC(=O)c1ccco1)c1ccco1,0.264
CCOC(=O)c1sc(NC(=O)c2cccc(S(=O)(=O)N3CCN(C)CC3)c2)cc1C,0.379
O=c1oc2ccccc2c(Nc2cccc3ccccc23)c1[N+](=O)[O-],-3.07
COC(=O)C1CCN(S(=O)(=O)Cc2ccccc2)CC1,0.919
N#Cc1sc2nc(-c3cccs3)cc(-c3ccc(Cl)cc3)c2c1N,-4.55
COc1ccc(NC(=S)N2CCC(C(=O)N3CCCCCC3)CC2)cc1,-0.0348
Cc1ccccc1NC(=O)Cc1nnc(SCC(=O)N2CCN(c3ccccc3)CC2)n1C,0.445
Cc1cc2c(n1-c1ccc(Cl)cc1)CC(C)(C)CC2=O,-0.748
O=c1cc(CSc2nnc(-c3cccnc3)n2-c2ccccc2F)nc2sccn12,0.358
COC(=O)c1oc2ccc(Br)cc2c1-n1cccc1,-0.607
Cc1ccc(P(=Nc2ccccc2)(N2CCOCC2)N2CCOCC2)o1,0.269
CC1CCN(c2ccc(C(=O)NCc3cccs3)cn2)CC1,-1.15
O=C(CN(C(=O)CCC(=O)Nc1nccs1)c1ccccc1F)NCC1CCCO1 (stereo unspecified),-0.59
Cc1ccc(-n2c(=O)[nH]cc(C(=O)Nc3ccc4c(c3)OCCO4)c2=O)cc1C,0.805
CCOc1cc(CNCCN(C)C)c(Cl)cc1OCC(=O)NCCc1ccccc1,1.44
Cc1nnc(NCc2ccco2)s1,0.445
O=C(CN1CCN(Cc2ccc(Cl)cc2)C1=O)NCCCN1CCN(c2ccc(F)cc2)CC1,-1.42
Cc1ccc(C(=O)CSc2ncnc3sc4c(c23)CCC(C)C4)cc1 (stereo unspecified),-3.12
COCCCC/C(=N\OCCN)c1ccc(C(F)(F)F)cc1,0.222
CC1CN(c2oc(COc3ccc(Cl)cc3Cl)nc2C#N)CC(C)O1 (stereo unspecified),-4.71*
CC(C)N(Cc1ccccc1)C(=O)COC(=O)c1ccc2c(c1)OCCO2,-2.11
CCOC(=O)c1cccc(NC(=O)c2c(N)n(C)c(=O)[nH]c2=O)c1,0.413
Cc1ccc(S(=O)(=O)NCC(=O)OC2CCOC2=O)cc1 (stereo unspecified),-0.416
Cc1cc(C)n2cc(CSc3nc4cc(Cl)ccc4o3)nc2n1,-0.551
Cn1c(SCC(=O)N2CCCCC2)nc2c([nH]c3ccccc32)c1=O,3.18
CCC(C)NC(=O)c1ccc(COc2ccccc2Cl)cc1 (stereo unspecified),-0.0979
CN1CCN(C(=O)C2=C[C@H](c3csc4ccccc34)C[C@H](OCc3ccc(CO)cc3)O2)CC1,0.00131
COC(=O)/C=C1/S/C(=N/NC(=O)c2ccccc2)NC1=O,-0.0346
O=C1CC(c2ccc3c(c2)OCO3)CN1 (stereo unspecified),0.00637
COc1ccc(-c2ccc(SCC(=O)N3CCCC3)nn2)cc1OC,0.251
CCCN1Cc2cccc(C(=O)NCCCOC(C)C)c2C1=O,0.583
Cc1ccc(N2C(=O)[C@@H]3C(c4ccc(F)cc4)=NO[C@@H]3C2=O)cc1,-0.562
COC(=O)c1ccccc1NC(=O)CCS(=O)(=O)c1ccc(Br)s1,-1.04
COc1ccc(N2CCN(C(=O)CSc3ccccc3N)CC2)cc1,-0.073
Cn1c(SCC(=O)N(Cc2ccccc2)C(C)(C)C)nc2ccccc21,-0.862
COc1cc(CNn2cnnc2)ccc1OCC(=O)NC1CCCCC1,0.299
Cn1nc(C(F)(F)F)c(/C=N/OC(=O)c2ccccc2)c1SCc1ccccc1Cl,-2.07
O=C(Nc1ccc2c(c1)OCO2)C(c1ccc(Cl)cc1)N1CCC2(CC1)OCCO2 (stereo unspecified),-6.7*
O=C1NC2(CCCCC2)Cc2ccccc21,-0.126
O=C(CCN1c2ccccc2Sc2ccccc21)OCC(=O)N1CCN(C(=O)c2ccco2)CC1,0.278
CCOCCN1CCN(c2c3c(nc4cc(-c5ccc(F)cc5)nn24)CCC3)CC1,1.83
NC(=O)c1ccccc1NS(=O)(=O)c1ccccc1,0.649

# Following part:
SMILES,Cav32 inh
COC(=O)CNC(=O)c1ccccc1C,0.104
CCOC(=O)c1nnn(-c2nonc2N)c1CSc1ccccn1,-0.116
COC(=O)Sc1nnc(-c2ccc(Br)cc2)o1,-0.652
CN(C)C(CNC(=O)CCCOc1ccccc1)c1ccco1 (stereo unspecified),0.601
CCOc1ccc(NC(=O)NCC2CCN(c3ccc(OC)cc3)C2)cc1 (stereo unspecified),-0.661
CC(C)CNC(=O)CCCc1c[nH]c2ccccc12,0.185
CCOc1cccc(-c2nnc3sc(COc4ccc(OC)cc4)nn23)c1,-1.98
COCCNC(=O)CN(CC1CCCO1)C(=O)CCC(=O)Nc1ccccn1 (stereo unspecified),0.457
COc1ccc(CCNC(=O)c2nnn(-c3ccc4c(c3)OCCO4)c2N)cc1OC,0.0561
COc1ccc(CNC(=O)CSc2nnnn2-c2ccccc2)cc1,-0.15
O=C(O)c1ccccc1NS(=O)(=O)c1cccc(C(F)(F)F)c1,-1.34
CCN1CCN(Cc2cc(=O)oc3cc4c(cc23)CCC4)CC1,1.12
CCOC(=O)/C(=N/Nc1ccc(C)cc1)S(=O)(=O)c1ccc(Cl)cc1,0.076
Cc1nn(C)c(C)c1S(=O)(=O)N1CCC(C(=O)NC2CCCCCC2)CC1,-0.238
c1ccc2c(N3CCCCC3)ncnc2c1,0.49
COCCN(CCOC)c1ncc(Cl)c(C(=O)c2c(C)cc3ccccn23)n1,-1.39
CCSc1nnc(NC(=O)CCNS(=O)(=O)c2cc(Br)cnc2N)s1,-3
CCOC(=O)COc1c(OC)cc(Cl)cc1C1Nc2ccccc2C(=O)N1c1cccc(C)c1 (stereo unspecified),-2.58
Cc1cc(C)cc(-n2nnnc2SCC(=O)Nc2nc(-c3ccc(Cl)cc3)cs2)c1,-0.766
CCC(=O)Nc1nnc(SCC(=O)N2c3ccccc3CC2C)s1 (stereo unspecified),0.0816
CN(c1ccccc1C(=O)NCc1ccccn1)S(C)(=O)=O,-1.76
CCc1ccc(CN2CCN(C(=O)c3cccc(OC)c3OC)CC2)cc1,0.387
Cc1ccc2c(c1)-c1c(cnn1CC(=O)NC(C)CCc1ccco1)CO2 (stereo unspecified),-1.43
CCOC(=O)C1=C(c2ccccc2)NC(SCC(=O)Nc2cccc(C)c2)=C(C#N)C1c1ccco1 (stereo unspecified),-2.14
COc1ccc(OC)c(-c2cc(C(=O)Nc3sc4c(c3C#N)CCC(C)C4)c3ccccc3n2)c1 (stereo unspecified),-0.449
COc1ccc(S(=O)(=O)NCc2ccc(C(=O)N3CCN(c4ccccn4)CC3)cc2)cc1,0.0117
CCS(=O)(=O)N1CCN(C(=O)c2ccc(-c3ccccc3)cc2)CC1,0.101
CN(C)C(=O)N1CCCC(C(=O)NCc2ccccc2)C1 (stereo unspecified),0.736
Cc1ccc(Cn2cc(SCC(N)=O)c3ccccc32)cc1,0.482
CCCCCc1c2c(cc(O)c1C(=O)O)OC(=O)c1c(cc(OC)cc1C(=O)CCCC)O2,-3.95*

# Given with bars between the fields: entries from further up
molecule | Cav32 inh
O=C(O)c1ccccc1NS(=O)(=O)c1cccc(C(F)(F)F)c1 | -1.34
CCN1CCN(Cc2cc(=O)oc3cc4c(cc23)CCC4)CC1 | 1.12
CCOC(=O)/C(=N/Nc1ccc(C)cc1)S(=O)(=O)c1ccc(Cl)cc1 | 0.076
Cc1nn(C)c(C)c1S(=O)(=O)N1CCC(C(=O)NC2CCCCCC2)CC1 | -0.238
c1ccc2c(N3CCCCC3)ncnc2c1 | 0.49
COCCN(CCOC)c1ncc(Cl)c(C(=O)c2c(C)cc3ccccn23)n1 | -1.39
CCSc1nnc(NC(=O)CCNS(=O)(=O)c2cc(Br)cnc2N)s1 | -3
CCOC(=O)COc1c(OC)cc(Cl)cc1C1Nc2ccccc2C(=O)N1c1cccc(C)c1 (stereo unspecified) | -2.58
Cc1cc(C)cc(-n2nnnc2SCC(=O)Nc2nc(-c3ccc(Cl)cc3)cs2)c1 | -0.766
CCC(=O)Nc1nnc(SCC(=O)N2c3ccccc3CC2C)s1 (stereo unspecified) | 0.0816
CN(c1ccccc1C(=O)NCc1ccccn1)S(C)(=O)=O | -1.76
CCc1ccc(CN2CCN(C(=O)c3cccc(OC)c3OC)CC2)cc1 | 0.387
Cc1ccc2c(c1)-c1c(cnn1CC(=O)NC(C)CCc1ccco1)CO2 (stereo unspecified) | -1.43
CCOC(=O)C1=C(c2ccccc2)NC(SCC(=O)Nc2cccc(C)c2)=C(C#N)C1c1ccco1 (stereo unspecified) | -2.14
COc1ccc(OC)c(-c2cc(C(=O)Nc3sc4c(c3C#N)CCC(C)C4)c3ccccc3n2)c1 (stereo unspecified) | -0.449
COc1ccc(S(=O)(=O)NCc2ccc(C(=O)N3CCN(c4ccccn4)CC3)cc2)cc1 | 0.0117
CCS(=O)(=O)N1CCN(C(=O)c2ccc(-c3ccccc3)cc2)CC1 | 0.101

# New compounds follow
SMILES,Cav32 inh
COc1ccc(CC(=O)Nc2cc(C)c3c(=O)oc4ccccc4c3n2)cc1,0.3
CC(=O)Oc1ccc2nc(-c3cccs3)oc(=O)c2c1,0.59
O=C(O)CCN1C(=O)NC2(CCCC2)C1=O,-0.213
COc1ccc(S(=O)(=O)N[C@@H](Cc2ccc(Cl)cc2)C(=O)N2CC[C@@]3(O)CCCC[C@H]3C2)cc1,-1.58
Cc1[nH]c(-c2ccc3c(c2)OCO3)nc1C(=O)O,-0.395
CC(=O)c1cc(C#N)c(Oc2ccccc2)nc1C,-0.0651
CCn1[nH]c(=O)c(=Nc2c(C)n(C)n(-c3ccccc3)c2=O)cc1-c1ccc(Cl)cc1,-3.69
O=c1c2c3c(sc2ncn1/N=C/c1ccc(Br)o1)CCCC3,0.0068
O=C1CCCN1CCCNCC(=O)N1c2ccccc2Sc2ccccc21,0.646
NC(=O)C1CCN(C(=O)c2ccc(NC3=NC4CS(=O)(=O)CC4S3)cc2)CC1 (stereo unspecified),0.0515
COc1ccccc1N(C)S(=O)(=O)c1ccc(C(=O)NC2=NCCS2)cc1,0.712
COc1ccc(CCNC(=O)C2CC3Cn4c(nc5cc6ccccc6cc54)C3N2C)cc1 (stereo unspecified),-0.264
Cc1ccc(C(=O)CSC2=C(C#N)C(c3ccco3)C3=C(CCCC3=O)N2)cc1 (stereo unspecified),0.604
O=c1c2ccsc2ncn1Cc1ccc(Cl)cc1,-0.872
O=C(CCc1nc(-c2ccccc2)no1)N1CCCC1,0.118
Cn1c(=O)n(C/C=C/c2ccccc2)c(=O)c2c1nc1n2CCCN1Cc1ccccc1,-2.65
NC(=O)CC[C@@H]1NC(=O)[C@@H]2CCCN2C(=O)c2cc([N+](=O)[O-])cc(I)c2NCCCC[C@@H](C(=O)NC(CC(=O)O)C(N)=O)NC1=O (stereo partly specified),-0.195
COc1cc(/C=N/NC(=O)c2cccnc2)ccc1OC(=O)c1ccco1,0.119
O=C(NC(=S)Nc1ccc(N2CCOCC2)c(Cl)c1)C(c1ccccc1)c1ccccc1,-2.81
CCCC1S/C(=N/N=C/c2ccc(OC)cc2)N(Cc2ccc(OC)cc2)C1=O (stereo unspecified),-3.69*
O=C(Nc1nnc(C2CC2)s1)c1ccncc1,-0.0234
Cc1noc(C)c1CSc1nnc2sc3ccccc3n12,0.274
Cc1nn2cc(-c3ccc(-c4ccccc4)cc3)nc2s1,1.48
CCOc1cccc(NC(=O)CSc2nc(C)c3c(c2C#N)CCCC3)c1,-0.0363
CCOC(=O)C1CCCN(C2CC(=O)N(c3cccc(C)c3)C2=O)C1 (stereo unspecified),-0.00165
CC1=NN(Cc2ccccc2)C(=O)/C1=C\c1ccc(N(C)C)cc1,-0.0588
CNc1c([N+](=O)[O-])cnn1-c1ccc(C)cc1,-0.000495
CCOc1ccccc1Nc1nnc(Cc2ccccc2Cl)c(=O)[nH]1,0.53
CC1CCc2nc(NC(=O)CSc3nc4ccccc4o3)sc2C1 (stereo unspecified),-0.692
CC(C)CN1C(=O)c2ccccc2C1(O)Cc1ccccc1 (stereo unspecified),-1.27
CCCS(=O)(=O)NCCc1cc2cc(C)c(C)cc2[nH]c1=O,0.0616
Cc1cccc(N2CCN(Cc3cc(=O)n4ccsc4n3)CC2)c1C,-1.56
NCCc1ccc(O)c(O)c1,0.508
CN1C(=O)C2ON(c3ccccc3)C(c3cccs3)C2C1=O (stereo unspecified),0.176
COc1ccc(-c2cc(C(F)(F)F)n3nc(C(=O)NCCCn4ccnc4)cc3n2)cc1,0.441
C/C(=C\C(=O)c1ccc(C)o1)Nc1ccc(C(=O)O)cc1C,-0.152
O=C(C1=C[C@@H](c2ccc(C(F)(F)F)cc2)C[C@@H](OCCCCO)O1)N1CCN(Cc2ccccc2)CC1,-0.589
Cc1ccc(S(=O)(=O)Cn2nnnc2CN(Cc2ccco2)CC2CCCO2)cc1 (stereo unspecified),1.74
CC1=NN(C(=O)Cc2ccc(C)cc2)C(O)(c2cccnc2)C1 (stereo unspecified),0.437
CCC(=O)Nc1ccc2c(c1)C(=O)N(C1CCCCC1)C2=O,-0.0526
